GalR3 antag: blocks the human galanin receptor 3; HEK293 GalR3-CNG cAMP membrane potential fluorescence; galR3 body fused to GalR1 C-terminus; inhibition, % at 3 µM; 360,000 tested, 0.44% active; AID 651719;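 active = inhibition above the screen-wide average plus 3 SD, cut at about 13% in these data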;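 also: forskolin and galanin both at EC90 stimulate the cells; cAMP rise reported by CNG channel membrane potential dye signal; 0% = forskolin plus galanin with DMSO and 100% = forskolin alone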
Target sequence (O60755 1-299 limits assumed): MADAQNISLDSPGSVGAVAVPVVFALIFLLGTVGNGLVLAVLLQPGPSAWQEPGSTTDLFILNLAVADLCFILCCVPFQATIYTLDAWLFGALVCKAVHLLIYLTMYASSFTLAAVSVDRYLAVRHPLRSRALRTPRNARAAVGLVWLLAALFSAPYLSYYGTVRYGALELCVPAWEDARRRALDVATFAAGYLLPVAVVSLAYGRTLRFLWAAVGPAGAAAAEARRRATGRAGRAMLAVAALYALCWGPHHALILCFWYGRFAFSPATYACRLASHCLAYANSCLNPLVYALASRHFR
Active calls of the source: *. The list is partial; rates above refer to the full screens.

SMILES | GalR3 antag
COC(=O)C1=C(C)N(Cc2ccccc2C(F)(F)F)C(=NCc2ccc(C(F)(F)F)cc2)NC1c1ccc(Cl)cc1 (configuration not stated) | -7.2
OC(c1ccc(F)cc1)c1nc(-c2ccoc2)cs1 (configuration not stated) | -4.3
Cc1noc(C)c1-c1ccc(C(=O)NCc2ccncc2)c2occc12 | -3.8
C[C@H](O)[C@@H]1C(=O)N2CCc3c([nH]c4c(-c5ccccc5)cccc34)[C@@H]2C[C@@H]1N(C)C(=O)c1ccccc1F | -6.7
COc1cc(CCN(C(=O)c2cc3ccccc3[nH]2)C(C)c2nc3ccccc3[nH]2)cc(OC)c1 (configuration not stated) | -7.2
CC1(C(=O)NS(=O)(=O)c2cccc(OC(F)F)c2)CCN1C(=O)CCc1cccs1 (configuration not stated) | -3.2
O=S1(=O)CC(N2CCN(CCO)CC2)CN1Cc1cn(Cc2ccc(F)cc2)nn1 (configuration not stated) | -5.7
CN(C)C(=O)C[C@H]1C[C@@H]2c3cc(NC(=O)NC4CCCC4)ccc3O[C@@H]2[C@@H](CO)O1 | 4.1
Cc1ccc(C)c(CC(=O)N2CCCCC2c2cc(C(=O)Nc3ccc(F)c(Cl)c3)no2)c1 (configuration not stated) | -4.4
COCc1[nH]nc2c1C(c1ccc3c(c1)OCO3)N(c1ccc(OC)cc1)C2=O (configuration not stated) | -2.8
O=C(NCc1ccccc1Cl)[C@H]1CCCN1C(=O)[C@H]1CCCN1C(=O)c1ccc(Cl)cc1 | -4.8
CC(C)C[C@H]1CN([C@@H](Cc2ccc(O)cc2)CN2CCC[C@H]2CN2C(=O)C(=O)NC[C@@H]2Cc2ccccc2)C(=O)C(=O)N1CCc1ccccc1 | -9.2
CCn1nccc1NC(=O)c1csc([C@H]2C[C@H](O)[C@@H](CO)O2)n1 | -1.1
O=C(Nc1ccc(OC(F)(F)F)cc1)N1CCc2nc(NCc3cccc(Oc4ccccc4)c3)ncc2C1 | -4.6
Cc1ccc(S(=O)(=O)N2C[C@H]3C(=O)C[C@@H](c4ccccc4)N(S(=O)(=O)c4ccc(C)cc4)[C@H]3C[C@H]2c2cccc3ccccc23)cc1 | 2.5
CC(C)c1ccc([C@@H]2O[C@H](CCc3ccccc3)Cc3[nH][nH]c(=O)c32)cc1 | -4.4
Cc1ccc2c(CN3CCN(c4ccccc4)CC3)cc(=O)oc2c1 | -0.4
O=[N+]([O-])c1cc(S(=O)(=O)NCc2ccco2)ccc1NN=Cc1ccccn1 | -6.5
O=C(Nc1cccc(S(=O)(=O)N2CCCC2)c1)[C@@H]1O[C@H](CO)[C@@H](O)[C@H]1O | -2.2
OC(c1ccccc1)(c1nc(-c2csc3ccccc23)cs1)C(F)(F)F (configuration not stated) | -6.3
CCOc1cc(OCC)cc(C(=O)N2CCC[C@@H]2C(=O)N2CCC[C@H]2C(=O)NCc2ccccc2)c1 | -3.5
Nc1nc2c(ncn2[C@@H]2O[C@H](CNS(=O)(=O)N3CCCC3)[C@@H](O)[C@H]2O)c(=O)[nH]1 | -6.0
N#CC(=Nc1cccc(F)c1)C1=C(O)c2ccccc2C1=O | -2.6
COc1cc(OC)cc(C2=Cc3ccccc3C(CC(=O)c3ccco3)N2c2ccc(-c3cccnc3)cc2)c1 (configuration not stated) | -4.9
O=C(O)c1ccc(-c2nn3c(=O)cc(N4CCNCC4)nc3s2)cc1 | 1.6
NC(=O)c1ccc(Nc2nc(C(N)COCc3ccccc3)cs2)cc1 (configuration not stated) | -7.6
O=C(C=CC(=O)Nc1ccc(F)cc1F)Nc1ccc(F)cc1F | -7.5
Nc1nc(CSc2nnnn2-c2ccccc2)nc(Nc2ccccc2)n1 | -7.7
COc1cc2c(c(O)c1OC)C1Cc3ccc(OC)c(OC)c3CN1CC2 (configuration not stated) | -9.2
CC1CCCN(C(=O)Nc2ccc([N+](=O)[O-])cc2)C1 (configuration not stated) | -7.7
CCCCNC(=O)C[C@@H]1C[C@@]2(C(=O)OC)CC(C)(C)CC=C2N(Cc2ccco2)C1=O | -5.6
O=C(Nc1ccc(Cl)cc1)c1csc([C@@H]2O[C@H](CO)[C@H](O)[C@H](O)[C@H]2O)n1 | 0.5
CCc1ccc2c(c1)NC(=O)C2(C)Cc1ccc(F)cc1 (configuration not stated) | -8.0
CCCCNC(=O)C[C@@H]1C[C@@]2(C(=O)OC)CCCCC=C2N(CCc2ccc(OC)c(OC)c2)C1=O | -6.3
CC1(Cc2cc(Cl)ccc2C(F)(F)F)C(=O)Nc2ccc(S(=O)(=O)NC3CCCCC3)cc21 (configuration not stated) | 1.7
Cn1c(=O)c2cc(NC(=O)CCc3ccc4c(c3)OCO4)ccc2n1Cc1ccc(F)cc1 | -4.3
COC(=O)[C@@]12C[C@@H](CC(=O)NCc3ccc(OC)c(OC)c3)C(=O)N(Cc3ccco3)C1=CCC(C)(C)C2 | -1.2
CC(=O)C1=CCC(c2ccccc2)N(S(=O)(=O)c2ccc(C)cc2)C1 (configuration not stated) | -6.1
CCCCC(c1nc2ccccc2[nH]1)N(C(=O)c1ccccc1)c1ccccc1[N+](=O)[O-] (configuration not stated) | -6.1
Cc1ccccc1-c1cc2nc(NCc3ccccc3)n(C)c(=O)c2s1 | -2.6
O=C(Nc1cccc(Cl)c1)Nc1nnc([C@H]2C[C@H](O)[C@@H](CO)O2)s1 | -2.5
CN(C)C(=O)c1cc2c(c(-c3cccc(C4=CCCCC4)c3)n1)[C@@H](CCO)N(S(=O)C(C)(C)C)C2 (some centres not stated) | -6.5
CC1(C(=O)NS(=O)(=O)c2cccs2)CCN1C(=O)C1(c2ccccc2)CCCC1 (configuration not stated) | -8.1
Cc1cc(O)cc(=O)n1-c1cc(F)c(F)c(F)c1 | -3.1
CCCCN1CC(COc2ccc(OC)cc2)OCCS1(=O)=O (configuration not stated) | -5.6
Clc1ccccc1-c1cccc2nccn12 | -6.0
CC(C)C[C@H](NC(=O)c1nccs1)C(=O)N1CCC[C@H]1C(=O)NCc1ccccc1 | 0.2
CCCc1nc2ccccc2n1C(C(=O)NC(C)(C)C)C1CC1 (configuration not stated) | -7.7
O=C(N[C@H](C(=O)N1CCC[C@H]1C(=O)NCCc1ccccc1Cl)c1ccccc1)c1ccc(Cl)c(Cl)c1 | -9.2
O=C(NC1CCCC1)C1c2ccccc2OCC(=O)N1Cc1cccnc1 (configuration not stated) | -3.5
Cc1cccc(COC[C@H](CC(C)C)N2CCN(C(=O)c3ccc(C(F)(F)F)cc3)CCC2=O)c1 | -6.7
CC1(C(=O)Nc2ccc3c(c2)OCO3)Cc2c(-c3cccc(C(N)=O)c3)ccnc2O1 (configuration not stated) | 1.4
NC(Cc1ccc(F)cc1)c1csc(Nc2cc(NCc3ccco3)ncn2)n1 (configuration not stated) | -4.4
COC(=O)[C@@]1(Cc2ccc(F)cc2)[C@H]2c3cc(C(=O)N4CCCC4)n(Cc4ccc(S(C)(=O)=O)cc4)c3C[C@H]2CN1C(=O)c1ccccc1 | -6.3
COc1ccccc1C(C(=O)c1ccccc1)c1ccc2ccccc2c1 (configuration not stated) | -5.8
CCOC(=O)N[C@H](C(=O)N1CCC[C@H]1C(=O)NCc1ccccc1)C(C)C | -6.6
COc1cc2c(c(OC)c1OC)CC(c1ccccc1)=C(c1ccccc1)CC2NC(=O)C(F)(F)F (configuration not stated) | -6.3
CCOC1=C2[C@H](c3ccccc3Cl)N(S(=O)(=O)c3ccc(C)cc3)C[C@H]2C(C#N)(C#N)C(C#N)(C#N)C1 | -6.1
C[C@@H]1CN([C@@H](C)CO)C(=O)CCCn2nncc2CO[C@H]1CN(C)Cc1ccc(O)cc1 | -3.6
COC(=O)[C@@H](N[C@H](/C=C/c1ccccc1)[C@@H](O)Cc1ccccc1)c1ccccc1 | -7.0

Ordered by SMILES length (falling): part of the list above
SMILES | GalR3 antag
Cc1cccc(COC[C@H](CC(C)C)N2CCN(C(=O)c3ccc(C(F)(F)F)cc3)CCC2=O)c1 | -6.7
CCCCC(c1nc2ccccc2[nH]1)N(C(=O)c1ccccc1)c1ccccc1[N+](=O)[O-] (configuration not stated) | -6.1
CCCCN1CC(COc2ccc(OC)cc2)OCCS1(=O)=O (configuration not stated) | -5.6

(cont.)
Structure,GalR3 antag
CC1(C(=O)NCc2ccccc2)CN(S(C)(=O)=O)CC(=O)N1CCCN1CCOCC1 (configuration not stated),-7.0
COc1ccc(N2C(=O)c3[nH]nc(-c4ccccc4)c3C2c2ccc(F)cc2)cc1 (configuration not stated),-9.7
CC1(C(=O)NS(=O)(=O)Cc2ccccc2)CCN1C(=O)C/C=C/c1ccccc1 (configuration not stated),-7.2
O=C(NCc1cccc(C(F)(F)F)c1)C1C(=O)Nc2ccccc2C(=O)N1Cc1ccccc1 (configuration not stated),-1.4
Cc1ccc(CNC(=O)c2[nH]c(C(F)(F)F)nc2-c2ccccc2)cc1,-5.0
CCCNC(=O)C1(C)CCCN(C(=O)c2cc(C)nn2C(C)(C)C)C1 (configuration not stated),-6.9
COc1ccc(N2C(=O)c3ccccc3NC(=O)C2C(=O)Nc2ccc3c(c2)OCCO3)cc1 (configuration not stated),-4.9
CC(C)c1ccc(NC(=O)N2CCc3nc(NCc4cccc(Oc5ccccc5)c4)ncc3C2)cc1,-7.8

As a short view, some entries already given.
Structure,GalR3 antag
COc1ccc(N2C(=O)c3ccccc3NC(=O)C2C(=O)Nc2ccc3c(c2)OCCO3)cc1 (configuration not stated),-4.9
CC(C)c1ccc(NC(=O)N2CCc3nc(NCc4cccc(Oc5ccccc5)c4)ncc3C2)cc1,-7.8

(more compounds)
Structure,GalR3 antag
COc1cc(OC)cc(C2=Cc3ccc(OC)cc3C(CC(C)=O)N2c2ccc(C#CC3(O)CCCCC3)cc2)c1 (configuration not stated),-7.3
O=C(OCc1ccccc1)N1C=CCC[C@@H]1c1c(Cl)cccc1Br,-6.7
CCOC(=O)C1=C(Nc2ccc(Br)cc2)C(=O)N(CC)C1,-5.7
CCOC(=O)N1CCN(C(=O)C[C@@H]2C[C@@]3(C(=O)OC)CC(C)(C)CC=C3N(Cc3ccco3)C2=O)CC1,-3.3
COC(=O)c1cc2c(c3c4ccccc4n(S(=O)(=O)c4ccc(C)cc4)c13)C(=O)N(Cc1ccccc1)C2,-6.5
OCCc1ccc(NCCc2cccs2)cc1,-1.0
Cn1ccc2c(/C=C/c3ccc(F)cc3)cc3c(c21)C1CCC3O1 (configuration not stated),0.0
Oc1ccccc1-c1cnc2cccnn12,-5.0
COc1cc(NC(=O)C2(C)CCN2C(=O)C(C)C)cc(OC)c1OC (configuration not stated),0.2
COc1ccc(C(C)(O)c2nc(-c3cccc(C(C)C)c3)cs2)cc1 (configuration not stated),-7.1
CC(C)C[C@@H](CN1CCC[C@@H]1CN1C(=S)NC[C@@H]1Cc1ccccc1)N1C[C@H](Cc2ccc(O)cc2)N(CCc2ccccc2)C1=S,-3.9
COc1cccc(CNC(=O)[C@H]2CCCN2C(=O)[C@H]2CCCN2C(=O)C2CCCCC2)c1,-6.3
O=C(NCc1ccccc1Cl)[C@H]1CCCN1C(=O)[C@H]1CCCN1C(=O)c1cccc2ccccc12,-5.3
O=C(NCc1ccc(F)cc1)c1cccc2c1C(=O)c1ccc(Cl)cc1S2(=O)=O,-3.8
CCCCNC(=O)C(NC(=O)c1cccnc1OC)C(=O)c1ccccc1 (configuration not stated),-4.4
COc1ccc([C@H]2CC(=O)C[C@@H](CCn3cc(-c4ccc(F)cc4)nn3)O2)cc1,-6.1
N#CC(=Cc1ccc(-c2ccccc2)cc1)C(=O)c1ccccc1,3.6
CN(C)CCCOc1ccc(-c2ccc3nncn3c2)cn1,-0.2
CC(C)c1cc(C(C)C)c(S(=O)(=O)NC(c2ccccn2)C23CC2C3)c(C(C)C)c1 (configuration not stated),1.4
Cc1ccccc1N=C(c1ccccc1)C1C(=O)c2ccccc2C1=O,-8.5
CCCC(=O)N1CCC1(C)C(=O)NS(=O)(=O)c1ccc(F)cc1F (configuration not stated),-2.9
CCOC(=O)C(=O)N(C)c1c(CC)nc2c(OCc3ccc(OC(F)F)cc3)cccn12,-5.0
CCC1(C2C=COC=C2)NC(=O)NC1=O (configuration not stated),-2.2
CC(C)C[C@H]1CNC(=S)N1C[C@H]1CCCN1C[C@H](Cc1ccccc1)N1C[C@H](Cc2ccc(O)cc2)N(CCc2ccccc2)C1=S,-8.2
CC(C)NC(=O)C1Cc2c(-c3ccc(Cl)cc3)ccnc2O1 (configuration not stated),-7.1
CCCc1nc2ccc(C(=O)OC)cn2c1Cc1ccccc1OC,-5.8
CC(=O)Nc1cccc(Oc2nc(NCC3CC3)nc3ccsc23)c1,-7.8
O=C1O[C@@H](c2ccccc2)C[C@@H](O)C(=O)CCCc2ccccc21,-6.7
CC(C)C[C@H]1CN([C@@H](Cc2ccccc2)CN2CCC[C@@H]2CN2C(=O)C(=O)NC[C@@H]2Cc2ccccc2)C(=O)C(=O)N1CC1CCCCC1,-7.4
O=C(N[C@H](Cc1ccccc1)C(=O)NC1CCCCC1)[C@H]1O[C@@H](n2ccc(=O)[nH]c2=O)[C@H](O)[C@@H]1O,-3.0
O=C(C(=O)N1CCC(CNS(=O)(=O)c2cccc(C(F)(F)F)c2)CC1)c1cc2ccccc2o1,2.2
O=C(NCC[C@@H]1CC[C@@H](NC(=O)c2cnccn2)[C@@H](CO)O1)c1ccc2c(c1)OCO2,9.5
C=CCN=C1NC(c2ccccc2C(F)(F)F)C(C(=O)OC)=C(C)N1Cc1ccccc1C(F)(F)F (configuration not stated),-7.4
CCOC(=O)[C@]12CCCC=C1N(Cc1ccc(Cl)cc1Cl)C(=O)[C@H](CC(=O)N1CCCCC1)C2,-8.6
Cn1c(=O)c2c(-c3ccccc3)n(-c3ccccc3Br)cc2n(C)c1=O,-6.1
Cc1cc(NC(=O)c2ccc3sc([C@@H]4O[C@H](CO)[C@H](O)[C@H](O)[C@H]4O)nc3c2)no1,1.4
CC(=O)Nc1cncc(-c2cnn(CC(C)C)c2)n1,-5.8

Bioassay records: PubChem, The Scripps Research Institute Molecular Screening Center
